Assay outcomes deposited in PubChem by National Center for Advancing Translational Sciences (NCATS).
Mm-Cpn inhibitor = blocks the Methanococcus maripaludis chaperonin Mm-Cpn; purified Mm-Cpn ATPase, ADP Transcreener TR-FRET; 330,000 compounds, 0.031% hits; Potency, µM (series often up to 76.9 µM), for inactives: at the top dose activity, negative = inhibition, usual class: inhibitors; further: potency means the concentration at half of the fitted maximal effect; on the % scale 0 is the no-effect control and ±100 the full control effect; nearly all actives have a fitted effect of over 80% in size
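Purified archaeal chaperonin (25 nM final) was preincubated with compound for 10 min at 37°C, then ATP (10 uM final) was added for 30 min at 37°C in Tris pH 7.4/KCl/MgCl2/DTT buffer. ADP was quantified by HTRF Transcreener TR-FRET.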
GLP1R inv ag = GLP-1 receptor (human) inverse agonism; P43220; HEK293 GLP-1R CRE-luciferase, luminescence, 24 h; GLP-1R form is constitutively active; Potency, µM (series often up to 38.3 µM), without a hit: top-dose activity change, negative = inhibition, usual class: inhibitors; 410,000 compounds, 1.6% hits; AID 624417; further: potency means the concentration at half of the fitted maximal effect; on the % scale 0 is the no-effect control and ±100 the full control effect; nearly all actives have a fitted effect of over 55% in size
Target sequence (P43220 whole entry, looked up): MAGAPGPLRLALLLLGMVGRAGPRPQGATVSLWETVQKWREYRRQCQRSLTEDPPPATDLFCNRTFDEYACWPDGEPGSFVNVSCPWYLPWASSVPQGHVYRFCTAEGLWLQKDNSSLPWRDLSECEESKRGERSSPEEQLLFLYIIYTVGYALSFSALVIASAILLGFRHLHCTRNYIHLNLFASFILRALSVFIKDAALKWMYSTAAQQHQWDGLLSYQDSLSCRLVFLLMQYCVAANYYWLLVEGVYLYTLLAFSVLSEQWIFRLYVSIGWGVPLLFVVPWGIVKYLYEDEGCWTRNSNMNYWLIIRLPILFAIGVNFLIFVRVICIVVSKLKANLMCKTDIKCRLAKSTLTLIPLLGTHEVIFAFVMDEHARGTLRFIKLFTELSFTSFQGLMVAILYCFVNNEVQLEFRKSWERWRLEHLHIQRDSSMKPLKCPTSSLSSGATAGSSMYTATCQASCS
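Cells are plated, allowed 12 hours at 37 deg C, then treated with compounds for 24 hr before luciferase detection reagent is added and luminescence is read after 12 min at room temperature. The HEK293 line carries constitutively active GLP-1R with a cAMP-responsive reporter.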
TDP-43 yeast inh = TDP-43 toxicity inhibition in yeast; TDP-43 expressing yeast growth rescue, BacTiter-Glo, 24 h; Potency, µM (top dose mostly 46.1 µM), inactives show at the top dose growth rescue (activation), hits mostly activators; 410,000 compounds, 1.8% hits; AID 652104; further: potency means the concentration at half of the fitted maximal effect; % of control where 0% means no effect; nearly all actives have a fitted effect of over 50% in size
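Growth rescue of TDP-43-toxic yeast measured as ATP luminescence (BacTiter-Glo). Cells grown to mid-log in raffinose, induced in galactose at OD600=0.02, exposed to compound 24 hr at 30 deg C.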
PTHR1 ag = activates the human parathyroid hormone receptor PTHR1. Q03431. HEK293 GP2 PTHR1 cells, GloSensor cAMP luminescence, 1 h. Potency, µM (top dose mostly 115 µM), inactives show at the highest dose activation, usual class: activators. 410,000 compounds, 0.075% hits. AID 743266; further: potency means the concentration at half of the fitted maximal effect; nearly all actives have a fitted effect of over 55% in size; some results filed as inactive show a strong effect at the top dose; inactives centre near -15; many of its hits are not listed in these tables
Target sequence (Q03431 whole entry, looked up): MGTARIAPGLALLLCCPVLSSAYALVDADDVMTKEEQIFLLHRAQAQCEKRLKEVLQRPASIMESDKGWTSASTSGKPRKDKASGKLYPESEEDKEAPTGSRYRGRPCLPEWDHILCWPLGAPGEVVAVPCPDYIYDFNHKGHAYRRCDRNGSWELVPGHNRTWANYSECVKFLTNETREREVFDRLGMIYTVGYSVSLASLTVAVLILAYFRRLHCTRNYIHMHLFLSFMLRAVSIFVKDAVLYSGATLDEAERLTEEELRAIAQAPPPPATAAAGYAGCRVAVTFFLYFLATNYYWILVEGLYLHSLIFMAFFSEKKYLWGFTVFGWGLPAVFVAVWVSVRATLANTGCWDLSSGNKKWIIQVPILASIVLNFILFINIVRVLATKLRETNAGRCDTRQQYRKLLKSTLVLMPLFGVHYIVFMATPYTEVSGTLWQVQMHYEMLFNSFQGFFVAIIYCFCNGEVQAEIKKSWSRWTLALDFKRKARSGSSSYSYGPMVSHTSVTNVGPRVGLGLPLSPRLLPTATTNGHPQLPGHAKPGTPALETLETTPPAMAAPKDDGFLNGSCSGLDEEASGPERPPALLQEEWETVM
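HEK-293-derived GP2 cells expressing PTHR1 and a GloSensor cAMP reporter, 3,000/well, plated overnight, given luciferin plus IBMX (each 0.5 mM as added) for 1 h at 37 °C, then compound for 1 h at 37 °C. Luminescence was read after 15 min at room temperature.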
Abeta rescue = compounds reversing amyloid beta toxicity in yeast; AID 1347071; 410,000 compounds, 0.063% hits; Potency, µM (titrated, usually from 46.1 µM), for inactives: at the highest dose growth rescue, actives largely listed as activators; yeast expressing A-beta42, growth rescue, OD600, 48 h; response scale: 0% DMSO, 100% iron-clioquinol control; further: potency means the concentration at half of the fitted maximal effect; nearly all actives have a fitted effect of over 55% in size
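Yeast A-beta toxicity model in growth medium with pinned compounds, 48 h at 30 C; growth read as absorbance at 600 nm. Normalized to FeCl3/clioquinol equimolar mix (positive) and DMSO (negative).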
pAkt inh = blocks phosphorylation of Akt | Neuro2A IGF-stimulated pAkt S473 HTRF, 20 min; stronger effect = lower value | activity change, % for hits at 50 µM | 360,000 compounds, 0.32% hits; in the data active means activity change below about -80%; inconclusive means mostly about -51% to -80%; further: on the % scale 0 is the no-effect control and ±100 the full control effect
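Neuro2A cells in DMEM with 0.5% FBS, overnight at 37 deg C, given compound at single 50 µM final, then IGF (6 nM final) for 20 min at 37 deg C. Lysed; phospho-Akt Ser473 by HTRF after 24 h, 665/615 ratio.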
GLP1R cytotox = cytotoxicity in counter-screen for GLP-1R inverse agonists; HEK293 cAMP-luciferase reporter cells, luminescence, 24 h; 410,000 compounds, 0.13% hits; AID 624418; Potency, µM (top dose mostly 38.3 µM), for inactives: at the top dose activity change, negative = inhibition, most hits filed as inhibitors;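 further: loss of luciferase light is scored as toxicity; potency means the concentration at half of the fitted maximal effect; on the % scale 0 is the no-effect control and ±100 the full control effect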
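Compound-treated cells are incubated 24 hr at 37 deg C under 5% CO2 after a 12 hour attachment period, then luciferase detection reagent is added and luminescence is measured following 12 min at room temperature; lowered signal indicates toxicity.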
aSyn rescue = alpha-synuclein toxicity inhibition in yeast; Potency, µM (series often up to 46.1 µM), inactives show top-dose growth rescue (activation), actives largely listed as activators; Yeast expressing alpha-synuclein, growth rescue, BacTiter-Glo, 24 h; 370,000 compounds, 0.14% hits; further: potency means the concentration at half of the fitted maximal effect; % of control where 0% means no effect; nearly all actives have a fitted effect of over 65% in size
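Screening used galactose-induced yeast with toxic alpha-synuclein levels, exposed to compound for 24 hr at 30 deg C. Cell growth, read with BacTiter-Glo luminescence, gave the measured signal.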
FUS yeast rescue = suppressors of FUS proteinopathy in yeast. S. cerevisiae FUS-expressing, growth rescue, OD600, 24 h. Potency, µM (top dose mostly 76.6 µM), without a hit: top-dose growth rescue (activation), usual class: activators. 390,000 compounds, 0.24% hits. AID 1347120;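 further: potency means the concentration at half of the fitted maximal effect; plate controls were DMSO vehicle for no effect and reference control for full effect; nearly all actives have a fitted effect of over 55% in size; some results filed as inactive show a strong effect at the top dose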
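Read-out: OD at 600 nm after 24hr at 30C, reporting rescue of FUS-induced yeast toxicity. Cells at OD 0.005 in galactose (2%) minimal medium; compounds tested in a dilution series; CP55940 titration from 92uM final as control.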
Starred values were filed as active, the others as inactive; i = inactive; ? = inconclusive; · = not tested or not shown; [ ] = another dose, or the depositor's remark. Unless noted, the call rests on the fitted dose curve; in most records, active means well fitted curve in the direction sought with a large enough effect; inconclusive means small, poorly fitted or top-dose-only effect, or another doubt; inactive means no such curve, though single readings can be large; an effect the other way counts as inactive or inconclusive. This is a subset. The share of hits here may be higher or lower than overall.

Letters – A = Mm-Cpn inhibitor; B = GLP1R inv ag; C = TDP-43 yeast inh; D = PTHR1 ag; E = Abeta rescue; F = pAkt inh; G = GLP1R cytotox; H = aSyn rescue; I = FUS yeast rescue
Cc1ncsc1C(=O)Nc1nc2c(s1)CC(C)CC2 (configuration not stated)
  A: 1%; B: 0%; C: 13%; D: -60%[inhibitor][57.5 µM]; E: 18%; F: i; G: 2%; H: -3%; I: 18%
COC(=O)C(Cc1ccccc1)NC(=O)CCNC(=O)c1ccco1 (configuration not stated)
  A: 0%; B: 0%; C: -8%; D: i; E: -7%; F: i; G: 3%; H: 1%; I: -13%
CCOC(=O)c1sc(NC(=O)c2ccncc2)nc1C
  A: 1%; B: -1%; C: -9%; D: -34%[57.5 µM]; E: 8%; F: i; G: 23%; H: -9%; I: -12%
COc1cc(C)ccc1S(=O)(=O)NC(=O)C1(C)CCN1C(=O)c1ccc(C2CCCCC2)cc1 (configuration not stated)
  A: ·; B: 23%; C: 0%; D: i; E: -5%; F: i; G: 12%; H: 8%; I: ?
O=C1c2cccnc2C(O)N1Cc1ccco1 (configuration not stated)
  A: 1%; B: 17%; C: -13%; D: 0%; E: 11%; F: i; G: 24%; H: -2%; I: ·
O=S(=O)(Nc1ccc2cn[nH]c2c1)c1ccccc1
  A: 2%; B: 31%; C: -7%; D: -12%; E: -2%; F: i; G: 0%; H: -2%; I: 22%
Cn1c(SCC(=O)NCc2ccc(F)cc2)nc2ccccc21
  A: -1%; B: -4%; C: 15%; D: i; E: 13%; F: i; G: 4%; H: -2%; I: 11%
COC(C(=O)Nc1cc([N+](=O)[O-])ccc1C)c1ccccc1 (configuration not stated)
  A: -1%; B: 4%; C: -17%[0.397 µM]; D: i; E: -11%; F: i; G: 1%; H: -8%; I: 7%
O=C(NCCN1CCOCC1)c1cc(-c2cccs2)nc2ccccc12
  A: ·; B: -8%; C: -3%; D: i; E: 25%; F: i; G: -19%; H: 1%; I: 10%
COc1ccc(O)c(/C=N/N=C/c2cccc([N+](=O)[O-])c2)c1
  A: 2%; B: 2%; C: 14%; D: -24%; E: 4%; F: i; G: 4%; H: 6%; I: 2%
O=C(NCc1cccnc1)c1ccc(-c2cc3ccccc3oc2=O)cc1
  A: 2%; B: -2%; C: -18%; D: -81%[inhibitor]; E: -21%; F: i; G: -6%; H: -23%; I: -26%
COc1cc(C)nc(N2CCCC(C(=O)Nc3cc(Cl)ccc3OC)C2)n1 (configuration not stated)
  A: 0%; B: -16%; C: -5%; D: -5%[57.5 µM]; E: -15%; F: i; G: 51%[activator]; H: -6%; I: 41%
O=[N+]([O-])c1cccc(C2=NCCC(c3ccccc3)O2)c1 (configuration not stated)
  A: -1%; B: 20%; C: -10%; D: 16%; E: -8%; F: i; G: 15%; H: -2%; I: -3%
CN(CC(=O)Nc1ccccc1Cl)C(=O)COC(=O)Cc1ccc(F)cc1
  A: 0%; B: -4%; C: 17%; D: -18%; E: -5%; F: i; G: -11%; H: 3%; I: 0%
COc1cccc(NC(=O)C(OC(=O)/C=C/c2ccc3c(c2)OCO3)c2ccccc2)c1 (configuration not stated)
  A: -17%; B: ?; C: -5%; D: -20%; E: -9%; F: ·; G: -2%; H: ·; I: 31%
COc1ccccc1N(C)S(=O)(=O)c1ccc(C(=O)OCC(=O)NCC(F)(F)F)cc1
  A: 5%; B: 10%; C: -18%; D: i; E: 12%; F: i; G: -2%; H: 10%; I: 15%
CSc1ccccc1C(=O)C1CCCN(C(=O)c2cccc(Cn3cccn3)c2)C1 (configuration not stated)
  A: ·; B: ?; C: -7%; D: -65%[inhibitor]; E: 1%; F: i; G: -15%; H: 2%; I: 11%
CC(C)c1nn2c(=O)cc(COC(=O)c3ccc(NC(=O)C4CCCCC4)cc3)nc2s1
  A: ·; B: -9%; C: 18%; D: -15%; E: -5%; F: ·; G: -9%; H: ·; I: 1%
COc1ccccc1S(=O)Cc1ccc(C(=O)NCCc2ccc(Cl)cc2)o1 (configuration not stated)
  A: 2%; B: ?; C: 13%; D: -51%[inhibitor]; E: -13%; F: i; G: 8%; H: 1%; I: 20%
COc1ccc(C(=O)NC(=O)COC(=O)c2ccc(C)o2)cc1
  A: 2%; B: 5%; C: 1%; D: -16%; E: 14%; F: i; G: 15%; H: -5%; I: -14%
CCc1ccc(S(=O)(=O)Nc2c(C)n(C)n(-c3ccccc3)c2=O)cc1
  A: 1%; B: -3%; C: -3%; D: i; E: 7%; F: i; G: -7%; H: 0%; I: -4%
Cc1cc(C)cc(NC(=O)CCC(=O)Nc2nnc(C(F)(F)F)s2)c1
  A: 0%; B: 8%; C: 5%; D: -16%; E: -4%; F: i; G: -1%; H: 0%; I: -23%
O=C(Nc1ccc2c(c1)OCO2)Nc1ccccn1
  A: 2%; B: 6%; C: 10%; D: -32%[inhibitor]; E: -1%; F: i; G: -2%; H: -1%; I: -20%
COC(=O)c1ccccc1S(=O)(=O)Nc1ccc(OC)nc1
  A: -2%; B: 6%; C: 3%; D: i; E: 7%; F: i; G: 2%; H: -3%; I: -4%
Cc1nn(-c2ccccc2)c(Cl)c1/C=C1\SC(=S)NC1=O
  A: 1%; B: 6%; C: -20%; D: -78%[inhibitor][57.5 µM]; E: 6%; F: i; G: -5%; H: -10%; I: -1%
Cc1c(C(=O)Nc2c(C)n(C)n(-c3ccccc3)c2=O)oc2ccc(Cl)cc12
  A: 0%; B: ?; C: 5%; D: i; E: 4%; F: i; G: -17%; H: 2%; I: -1%
CS(=O)(=O)N1CCCC(C(=O)N2CCOCC2)C1 (configuration not stated)
  A: 1%; B: -2%; C: -11%; D: -17%[57.5 µM]; E: -12%; F: i; G: 2%; H: 0%; I: -6%
CCOC(=O)N1CCN(C(=O)CN(C)S(=O)(=O)c2ccc(OC)c(OC)c2)CC1
  A: -21%; B: -1%; C: 13%; D: i; E: 20%; F: i; G: 11%; H: 7%; I: -3%
O=C1NC2(c3ccccc3)NC(=O)NC2(c2ccccc2)N1 (configuration not stated)
  A: ·; B: 0%; C: 24%; D: i; E: 2%; F: i; G: 2%; H: 4%; I: -13%
COCc1nnc(NS(=O)(=O)c2c(C)cc(C)cc2C)s1
  A: 2%; B: 5%; C: ?; D: -12%; E: 18%; F: i; G: -21%; H: 12%; I: 16%
CC(C)c1ccc(S(=O)(=O)N2CCN(C(=O)C3CC3C)CC2)cc1 (configuration not stated)
  A: -2%; B: 16%; C: -2%; D: i; E: -3%; F: i; G: -5%; H: 5%; I: 14%
COc1ccccc1NC(=O)N1CCCC1C(=O)Nc1ccc2c(c1)OCCO2 (configuration not stated)
  A: -5%; B: -3%; C: 3%; D: i; E: -5%; F: i; G: -3%; H: 10%; I: 5%
O=C(CN1CCCCC1)N1CCCc2ccccc21
  A: 0%; B: 6%; C: -19%; D: -9%[57.5 µM]; E: -20%; F: i; G: -8%; H: 0%; I: -5%
Cc1ccc2oc(=O)c(/C=C(\O)CC(C)C)nc2c1
  A: -1%; B: 0%; C: -9%; D: -15%; E: 4%; F: i; G: 2%; H: -3%; I: ·
COc1ccccc1/C=C/C(=O)NCC(=O)N/N=C/c1ccc(C(=O)O)cc1
  A: -1%; B: -7%; C: -13%; D: i; E: -3%; F: i; G: -10%; H: 0%; I: 13%
Cc1cccc(NC(=O)C2CC3CCC2C3)c1C (configuration not stated)
  A: ·; B: -22%; C: -6%; D: i; E: 12%; F: i; G: -6%; H: -3%; I: -2%
CCc1ccc(NC(=O)CC2C(=O)N(c3cccc(OC)c3)C(=O)N2Cc2ccco2)cc1 (configuration not stated)
  A: ·; B: -17%; C: 10%; D: i; E: -1%; F: ·; G: -2%; H: ·; I: 34%
CC1(C)CC(=O)C=C(NC2CCCCC2)C1
  A: 0%; B: -2%; C: 22%; D: i; E: 3%; F: i; G: 1%; H: -4%; I: -8%
O=[N+]([O-])c1ccc2cc[nH]c2c1
  A: ·; B: 16%; C: -7%; D: -1%; E: 13%; F: i; G: 2%; H: -1%; I: -4%
CC(C)C(=O)N1CCN(c2ccccc2NC(=O)c2ccco2)CC1
  A: 2%; B: 12%; C: 2%; D: -8%; E: -9%; F: i; G: 9%; H: 0%; I: 22%
CCCOc1cccc(C(=O)N(Cc2ccc(C)o2)C2CCS(=O)(=O)C2)c1 (configuration not stated)
  A: ·; B: -2%; C: 8%; D: i; E: -2%; F: ·; G: 1%; H: ·; I: 12%
Cn1cccc1/C=C1\CCC/C(=C\c2cccn2C)C1=O
  A: -1%; B: ?; C: 0%; D: -32%[inhibitor][57.5 µM]; E: 4%; F: i; G: 77%[activator]; H: 1%; I: 53%

Gathered by group, the compounds so far containing a CF3 group.
Letters – A = Mm-Cpn inhibitor; B = GLP1R inv ag; C = TDP-43 yeast inh; D = PTHR1 ag; E = Abeta rescue; F = pAkt inh; G = GLP1R cytotox; H = aSyn rescue; I = FUS yeast rescue
COc1ccccc1N(C)S(=O)(=O)c1ccc(C(=O)OCC(=O)NCC(F)(F)F)cc1
  A: 5%; B: 10%; C: -18%; D: i; E: 12%; F: i; G: -2%; H: 10%; I: 15%
Cc1cc(C)cc(NC(=O)CCC(=O)Nc2nnc(C(F)(F)F)s2)c1
  A: 0%; B: 8%; C: 5%; D: -16%; E: -4%; F: i; G: -1%; H: 0%; I: -23%
